Coupling enz: qHTS Assay for Inhibitors of Fructose-1,6-bisphosphate Aldolase from Giardia Lamblia: Coupling assay counterscreen. actives 0.67% (n = 290,000). coupling enzyme system counterscreen, AmpLite Red fluorescence. activity change, negative = inhibition, % at 58.2 µM, hits read low; in the data active means activity change below about -30%; further: on the % scale 0 is the no-effect control and ±100 the full control effect
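Counterscreen of the coupled detection system alone, without aldolase: glyceraldehyde-3-phosphate coupling enzymes plus AmpLite Red readout. Compounds at 57.5 uM final, 10 min RT preincubation, 20 min RT reaction, fluorescence 525/598 nm.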
a7 integrin act: qHTS for Activators of Integrin-Mediated Alleviation for Muscular Dystrophy. alpha7betagal myoblasts, beta-gal FDG fluorescence, 48 h. Potency, µM (top dose mostly 38.3 µM), inactives show at the highest dose activation, actives largely listed as activators. actives 0.064% (n = 350,000). AID 624291, 2012;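 further: potency means the concentration at half of the fitted maximal effect; 100% = response of the positive control SU9516; nearly all actives have a fitted effect of over 60% in size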
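Alpha7betagal+/- myoblasts (passage 13) were plated 16-24 hr, then exposed to compounds (1:260 dilution of DMSO stock) for 48 hours at 37C. After MPER lysis, β-galactosidase reporter activity was read as FDG fluorescence (ex 480/em 540) after 30 minutes.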
Giardia killer: Small Molecules that selectively kill Giardia lamblia: qHTS | activity change, % at 7.66 µM, hits read low | actives 0.15% (n = 340,000) | Giardia lamblia trophozoite viability | AID 540267, 2011; in the data active means activity change below about -80%; inconclusive means between about -30% and that limit;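 further: parasites exposed to compound for two days anaerobically before the ATP read; on the % scale 0 is the no-effect control and ±100 the full control effect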
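Anaerobic 48 hrs incubation at 37 deg C of 100 trophozoites/well with test compounds; ATPLite 1-Step luminescence, 15-30 min RT, reports cellular ATP as viability.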
B2AR arrestin: qHTS assay of beta-arrestin-biased ligands of beta2-adrenergic receptor. beta-arrestin recruitment to beta2AR, cell-based reporter. Potency, µM (top dose mostly 46.1 µM), without a hit: at the highest dose activation, most hits filed as activators. actives 0.02% (n = 330,000). AID 492947, 2010. Beta-2 adrenergic receptor (Homo sapiens), P07550;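 further: potency means the concentration at half of the fitted maximal effect; 0% = DMSO controls and full agonism = EC100 isoproterenol or metaproterenol; nearly all actives have a fitted effect of over 65% in size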
GALK inh: qHTS Assay for Inhibitors of Human Galactokinase (GALK). P51570. Purified GALK, Kinase-Glo residual ATP luminescence. Potency, µM (top dose mostly 57.5 µM), for the others: top-dose activity change, negative = inhibition, actives largely listed as inhibitors. actives 0.007% (n = 270,000). AID 1868, 2009; further: potency means the concentration at half of the fitted maximal effect; on the % scale 0 is the no-effect control and ±100 the full control effect
Target sequence (P51570 whole entry, looked up): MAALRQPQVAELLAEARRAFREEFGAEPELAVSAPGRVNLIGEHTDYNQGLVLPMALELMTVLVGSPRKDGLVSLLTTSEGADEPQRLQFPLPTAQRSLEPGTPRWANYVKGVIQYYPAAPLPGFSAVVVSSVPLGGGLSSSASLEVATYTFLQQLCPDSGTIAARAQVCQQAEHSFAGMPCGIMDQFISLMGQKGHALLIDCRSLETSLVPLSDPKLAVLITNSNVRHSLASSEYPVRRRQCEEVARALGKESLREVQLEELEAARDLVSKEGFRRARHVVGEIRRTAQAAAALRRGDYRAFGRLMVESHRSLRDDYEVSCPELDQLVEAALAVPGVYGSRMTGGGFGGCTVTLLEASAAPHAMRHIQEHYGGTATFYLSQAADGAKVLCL
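Human GALK (5 nM) with 35 uM ATP and 100 uM galactose in 20 mM HEPES pH 8.0, 5 mM MgCl2, 60 mM NaCl, 1 mM DTT, 0.01% BSA. After 1 h at room temperature, leftover ATP was read by Kinase-Glo Plus luminescence.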
PTAP TSG101 blk: qHTS Assay for Iinhibitors of HIV-1 Budding by Blocking the Interaction of PTAP/TSG101; Fluorescence polarization, FITC-PTAP peptide / Tsg101 binding; Potency, µM (titrated, usually from 115 µM), inactives show at the highest dose activity change, negative = inhibition, actives largely listed as inhibitors; Tumor susceptibility gene 101 protein (Homo sapiens), Q99816; 340,000 tested, under 10 active; active means well fitted inhibition curve with a large enough effect in the main read-out, with a control signal flat, not every such curve was filed as active; inconclusive means small, poorly fitted or top-dose-only effect, or effect the other way, or a change in a side signal; inactive means no such curve, though single readings can be large or run the other way; further: potency means the concentration at half of the fitted maximal effect; % of control where 0% means no effect
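Tsg101 binding domain (10 uM final) was mixed with compound and a FITC-labeled PTAP peptide (50 nM final) in HEPES pH 7.5 buffer with NaCl, Tween 20, EDTA and TCEP; fluorescence polarization was read after 20 min at r.t.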
Chronic BCR inh: qHTS Assay to Find Inhibitors of Chronic Active B-Cell Receptor Signaling | ABC-DLBCL IkBa-CBG/CBR reporter, luminescence ratio, 4 h | Potency, µM (top dose mostly 46.1 µM), for inactives: top-dose ratio change, negative = lower green/red ratio, actives largely listed as inhibitors | actives 0.05% (n = 340,000) | AID 493014, 2011; active means well fitted inhibition curve with a large enough effect in the signal ratio, with a control signal flat, not every such curve was filed as active; inconclusive means small, poorly fitted or top-dose-only effect, or effect the other way, or a change in a side signal; the % refers to the signal ratio;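 further: potency means the concentration at half of the fitted maximal effect; plate controls were basal doxycycline-induced cells for no effect and cells given 10 µM MG132 for full effect; MG132 reads +100%, hits lower the ratio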
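TMD8 ABC-DLBCL cells carrying doxycycline-inducible green luciferase fused to IkappaBalpha plus unfused red luciferase were exposed to compounds (up to 46 uM) for 4 hrs at 37C. Activity came from the overlap-corrected green/red luminescence ratio.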
Menin-MLL TR inh: qHTS Assay for Inhibitors Targeting the Menin-MLL Interaction in MLL Related Leukemias: Competition With Texas Red Labeled MLL-derived Mutant Peptide; O00255; Menin + Texas Red MLL mutant peptide, fluorescence polarization; Potency, µM (series often up to 61.6 µM), inactives show at the top dose FP activity change, negative = inhibition, hits mostly inhibitors; actives 0.23% (n = 270,000); active means well fitted inhibition curve with a large enough effect in the polarisation, with a control signal flat, not every such curve was filed as active; inconclusive means small, poorly fitted or top-dose-only effect, or effect the other way, or a change in a side signal; inactive means no such curve, though single readings can be large or run the other way; the % refers to the polarisation; further: potency means the concentration at half of the fitted maximal effect; % of control where 0% means no effect; many of its hits are not listed in these tables
Target sequence (O00255 whole entry, looked up): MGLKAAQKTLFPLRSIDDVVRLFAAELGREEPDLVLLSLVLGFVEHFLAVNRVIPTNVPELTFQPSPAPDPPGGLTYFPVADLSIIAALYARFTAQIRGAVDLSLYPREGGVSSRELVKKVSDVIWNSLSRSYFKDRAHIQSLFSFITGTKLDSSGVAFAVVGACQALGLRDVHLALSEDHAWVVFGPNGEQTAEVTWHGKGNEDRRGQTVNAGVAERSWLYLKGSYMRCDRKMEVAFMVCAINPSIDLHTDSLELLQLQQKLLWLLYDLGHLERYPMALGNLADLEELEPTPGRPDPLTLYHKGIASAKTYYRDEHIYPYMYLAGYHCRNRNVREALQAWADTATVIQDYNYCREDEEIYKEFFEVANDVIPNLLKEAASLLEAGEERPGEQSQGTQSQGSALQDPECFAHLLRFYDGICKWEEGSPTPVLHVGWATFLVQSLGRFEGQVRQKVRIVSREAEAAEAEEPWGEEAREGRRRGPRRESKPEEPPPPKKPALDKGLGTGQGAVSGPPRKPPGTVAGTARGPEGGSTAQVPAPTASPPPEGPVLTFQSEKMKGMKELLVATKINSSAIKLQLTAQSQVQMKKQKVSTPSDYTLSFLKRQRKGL
PKM2 activator: qHTS Assay for Activators of Human Muscle isoform 2 Pyruvate Kinase | purified PKM2, Kinase-Glo ATP luminescence, activation; response scale: 0% is enzyme alone, no compound | Pyruvate kinase PKM (Homo sapiens), P14618 | AID 1631, 2009 | actives 0.34% (n = 260,000) | Potency, µM (top dose mostly 57.5 µM), for inactives: at the top dose activation, usual class: activators; further: potency means the concentration at half of the fitted maximal effect; on the % scale 0 is the no-effect control and ±100 the full control effect; nearly all actives have a fitted effect of over 55% in size
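hPK-M2, >95% pure; 0.1 mM ADP / 0.5 mM PEP final; imidazole pH7.2 buffer w/ 7 mM MgCl2, 50 mM KCl; 1 h RT; Kinase-Glo lum. Intermediate enzyme activity for dual inhibitor/activator qHTS.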
Tb PFK inh: qHTS Assay to Find Inhibitors of T. brucei phosphofructokinase; Potency, µM (doses to about 57.5 µM), without a hit: at the highest dose activity, negative = inhibition, usual class: inhibitors; T. brucei PFK, ADP-Glo luminescence; actives 0.17% (n = 330,000); ATP-dependent 6-phosphofructokinase (Trypanosoma brucei brucei), O15648; AID 485367, 2010;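 further: potency means the concentration at half of the fitted maximal effect; 0% = uninhibited 1x PFK enzyme wells and -100% = no-enzyme wells; nearly all actives have a fitted effect of over 60% in size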
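Luminescent ADP detection (ADP-Glo, two-step: ATP depletion then ADP-to-ATP conversion for luciferase) reported PFK activity after 45 min room-temperature reaction of 1.25 nM enzyme with 0.5 mM F6P and 0.1 mM ATP at pH 8.0.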
S-ASM inh: Inhibitors of Secretory Acid Sphingomyelinase (S-ASM): qHTS | Sphingomyelin phosphodiesterase (Homo sapiens), P17405 | placental ASM, HMU-PC fluorogenic substrate, 60 min | Potency, µM (series often up to 57.5 µM), without a hit: at the highest dose activity change, negative = inhibition, most hits filed as inhibitors | actives 0.006% (n = 340,000); further: potency means the concentration at half of the fitted maximal effect
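Human placenta-derived ASM preincubated with compound 10 min at room temperature, then reacted with 9 uM (final) fluorogenic HMU-PC substrate for 60 min at 37 C. Stop solution raises pH to 10; fluorescence read at Ex 386/Em 447 nm.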
An asterisk follows results filed as active; ? = inconclusive; nt = not tested or not shown; & = joins results of further samples; [ ] = remark or other dose. Unless noted, the call rests on the fitted dose curve; in most records, active means well fitted curve in the direction sought with a large enough effect; inconclusive means small, poorly fitted or top-dose-only effect, or another doubt; inactive means no such curve, though single readings can be large; an effect the other way counts as inactive or inconclusive.

SMILES	Coupling enz	a7 integrin act	Giardia killer	B2AR arrestin	GALK inh	PTAP TSG101 blk	Chronic BCR inh	Menin-MLL TR inh	PKM2 activator	Tb PFK inh	S-ASM inh
Cn1cc(Cl)cc(C(=O)Nc2ccccc2)c1=O	0	3%	-16	-0.9%	-1%	-5%	2%	?	nt	-8%	0%
CC(=O)Nc1cccc(OCC(=O)NCCC2=CCCCC2)c1	1	5%	-7	0.1%	-1%	1%	-3%	-2%	-5%	0%	4%
Cc1ccc(S(=O)(=O)N2c3ccccc3OCC2c2ccccc2)cc1 (centres undefined)	-16	-26%	3	0.3%	-2%	-1%	-6%	18%	3%	0%	4%
O=C(Nc1nc2ccc([N+](=O)[O-])cc2s1)c1ccncc1	-1	-16%	-16	-0.8%	-2%	0%	?	nt	-5%	1%	-1%
COc1cc(CC(=O)OCC(=O)N2CCCCC2C)cc(OC)c1OC (centres undefined)	1	-1%	10	-0.3%	-3%	1%	-6%	-21%	0%	5%	-1%
N#Cc1c(N)n[nH]c1-c1cc2c([nH]1)CCCC2	-1	21%	-8	-0.2%	-3%	-6%	-14%	31%[activator]	-5%	-8%	-1%
Cc1nc(C)c(NC(=O)OC(C)C)cc1NC(=O)OC(C)C	2	9%	8	0.0%	-9%	5%	-2%	20%	-5%	-5%	3%
CCOC(=O)c1nnc2cc(-c3ccccc3)nn2c1C	1	16%	-3	0.1%	-1%	-2%	7%	0%	17%	0%	-5%
COc1ccccc1N1CCN(S(=O)(=O)c2cc(C)sc2C)CC1	1	-11%	29	-0.5%	2%	-2%	?	2%	-1%	1%	-1%
CC(C)c1ccc(N(CC(=O)NC2CCCC2)C(=O)CCC(=O)Nc2nccs2)cc1	-2	23%	-25	-0.6%	0%	-1%	-1%	?	-6%	0%	2%
CCOC(=O)N1CCN(S(=O)(=O)c2cc(Br)cc3c2N(C(C)=O)C(C)C3)CC1 (centres undefined)	0	-17%	12	-0.5%	0%	-6%	-8%	-10%	-11%	2%	-3%
C=CCn1c(SCC2=C(C(=O)OCC)C(C)NC(=O)N2)nnc1C1CCCCC1 (centres undefined)	3	6%	7	-0.1%	0%	2%	-1%	-11%	-7%	-13%	4%
COc1nc(N(c2ccccc2)c2ccccc2)nc(-n2ccnc2)n1	21	-21%	1	-0.1%	4%	-4%	11%	-22%	-9%	-17%	-7%
COc1cccc(N2CCN(CC(=O)N3CCN(S(=O)(=O)c4ccc(Cl)cc4)CC3)CC2)c1	nt	-6%	-25	-0.3%	nt	-3%	2%	nt	nt	1%	-1%
Cc1c(NC(=S)NC(=O)c2cccc3ccccc23)cccc1C(=O)O	4	0%	4	0.3%	-4%	1%	7%	2%	-4%	2%	0%
O=C(CN(Cc1ccco1)C(=O)CNS(=O)(=O)c1ccccc1)NCc1ccccc1	-1	1%	15	-0.3%	-5%	0%	6%	-1%	-9%	8%	0%
COc1cccc2oc3ccc(C#Cc4ccccn4)cc3c(=O)c12	2	-8%	3	-0.4%	nt	nt	?	6%	-7%	-1%	162%[activator]
O=C(NCc1ccc2c(c1)OCO2)c1nc(Cn2cc([N+](=O)[O-])cn2)no1	-3	0%	-1	0.3%	0%	-4%	1%	1%	nt	-21%	4%
Cc1ccccc1-c1nc(CS(=O)(=O)CC(=O)NCCCN2CCOCC2)c(C)o1	-2	15%	20	-0.5%	-3%	-7%	4%	4%	nt	0%	0%
Cc1ccc(-n2nc3c(=O)n(CCCC(=O)NCc4cccc(Cl)c4)nc(C)c3c2C)cc1	9	-7%	23	-0.8%	-4%	-6%	?	-16%	nt	-3%	-12%
COc1ccccc1-n1c(SCC(=O)NC(C)(C)C)nc(O)cc1=O	5	-4%	15	0.1%	3%	0%	0%	9%	-6%	3%	0%
O=C(NCCNc1ccc(Cl)cc1[N+](=O)[O-])c1cccnc1	1	0%	15	-0.3%	-1%	-1%	3%	0%	-1%	2%	-5%
CS(=O)(=O)/C(C#N)=C\c1cnc(S(=O)(=O)c2ccccc2)s1	0	nt	nt	5.6%	0%	nt	?	43%[activator]	nt	-7%	nt
COc1cccc(C=Nc2ccc(N3CCOCC3)cc2)c1O	3	-2%	3	-1.2%	2%	-6%	-6%	-1%	-10%[11.5 µM]	3%	1%
O=S(=O)(NC1CCN(Cc2ccccc2)CC1)c1cccc(S(=O)(=O)N2CCOCC2)c1	1	0%	-2	0.2%	1%	-8%	-2%	13%	-5%	-1%	-1%
COCCNC(=O)c1cc2cc(Cl)cc(Cl)c2oc1=O	1	12%	-27	-0.3%	-2%	-2%	3%	-5%	-14%	0%	3%
Cc1ccc2oc(/N=C(\N)NC(=O)C(C)(C)C)nc2c1	-2	34%	?	-1.1%	-2%	-3%	-1%	nt	-2%	2%	2%
COC(=O)c1ccc(CNC(=O)COC(=O)c2ccc(N(C)C)cc2)cc1	-1	-25%	-3	-0.9%	9%	3%	-3%	3%	2%	-6%	-2%
O=C(C1CCN(c2ncnc3c2nc2n3CCCCC2)CC1)N1CCN(c2cccc(Cl)c2)CC1	-1	-50%[inhibitor]	14	0.2%	5%	0%	5%	-2%	3%[0.46 µM]	9.5µM*	0%
COc1ccc(CN2C(=O)c3cccnc3C2=O)cc1S(=O)(=O)N1CCCCC1C (centres undefined)	-1	3%	-3	0.1%	2%	-8%	1%	15%	nt	2%	-3%
CN(CC(=O)NCc1ccccn1)S(=O)(=O)c1ccc(Cl)cc1	-2	31%	-5	0.3%	1%	-2%	-2%	10%	1%	-3%	3%
COc1ccc(/C=N\NC(=O)c2cccc([N+](=O)[O-])c2)cc1Cn1cc([N+](=O)[O-])cn1	5	nt	nt	-0.6%	4%	nt	?	?	-2%	0%	nt
COC/C=C/C1=CC2=CC(=O)C(C)(OC(=O)c3cnc4ccccc4n3)C(=O)C2=CN1C1CCCCC1 (centres undefined)	-25&-23	nt	nt	0.4%	nt	nt	5%	-5%	-2%	-15%	nt
O=C1COc2ccc(C(=O)COC(=O)c3sc4ccccc4c3Cl)cc2N1	0	-14%	5	-0.1%	0%	-11%	2%	-16%	-4%	-4%	-2%
Cc1cc2cc(CN(CCCO)S(=O)(=O)c3cccc4nsnc34)c(=O)[nH]c2cc1C	-16	19%	5	-0.5%	3%	nt	1%	4%	0%	-1%	-4%
CCCN(Cc1ccc(C)cc1)C(=O)c1ccc(CNS(=O)(=O)c2ccc(C(C)=O)cc2)cc1	nt	3%	-8	4.0%	nt	-5%	?	nt	nt	-2%	-15%
O=C(NCc1cccnc1)c1cccc2c1C(=O)N(C1CCCCC1)C2	4	-19%	-7	-0.3%	-3%	-2%	0%	8%	4%	1%	-1%
CC1=C(C)C(=O)C(CCCCC#CCCCC#CCO)=C(C)C1=O	-59*	nt	-2	6.3%	6%	-5%	?	?	9%	-3%	-6%
Cc1cc(N2C(=O)C3CC=CCC3C2=O)no1 (centres undefined)	3	12%	-6	-0.3%	2%	0%	12%	12%	1%	-8%	-3%
CC(C)N1CCC(N2CCN(C/C=C/c3ccc(F)cc3)CC2CCO)CC1 (centres undefined)	0	-67%[inhibitor]	-16	-0.5%	-1%	-3%	-4%	0%	3%	5%	-3%
COc1ccc(CC(=S)N2CCOCC2)cc1OC	-1	13%	-1	-0.2%	nt	-4%	-8%	?	2%	-3%	2%
COc1ccc(O)c(-c2cc(-c3ccc(F)cc3)n[nH]2)c1	-5	5%	15	0.0%	-1%	-3%	-8%	?	nt	2%	-2%
COc1ccc(CC(=O)OCC(=O)NC(=O)Nc2ccccc2F)cc1	nt	-1%	6	-0.8%	nt	0%	?	nt	nt	1%	-2%
Cc1ccc(-c2cn3cccc(C)c3n2)cc1	-2	11%	-13	-0.5%	5%	6%	-8%	-9%	2%	-8%	8%

Compound activity (PubChem)

These rows are one share of the data; the hit share may differ from the screen's.
